# Compound activity: PubChem, The Scripps Research Institute Molecular Screening Center
# PREPL inh – inhibitors of human prolyl oligopeptidase-like enzyme PREPL; AID 2751; actives 0.68% (n = 320,000); recombinant PREPL, fluorescence polarization activity-based probe; inhibition, % at 5.96 µM; Q4J6C6; in the data active = inhibition above about 43%;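 note: 0% = enzyme with DMSO and 100% = wells lacking enzyme; many of its hits are not listed in these tables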
# Target sequence (Q4J6C6 whole entry, looked up): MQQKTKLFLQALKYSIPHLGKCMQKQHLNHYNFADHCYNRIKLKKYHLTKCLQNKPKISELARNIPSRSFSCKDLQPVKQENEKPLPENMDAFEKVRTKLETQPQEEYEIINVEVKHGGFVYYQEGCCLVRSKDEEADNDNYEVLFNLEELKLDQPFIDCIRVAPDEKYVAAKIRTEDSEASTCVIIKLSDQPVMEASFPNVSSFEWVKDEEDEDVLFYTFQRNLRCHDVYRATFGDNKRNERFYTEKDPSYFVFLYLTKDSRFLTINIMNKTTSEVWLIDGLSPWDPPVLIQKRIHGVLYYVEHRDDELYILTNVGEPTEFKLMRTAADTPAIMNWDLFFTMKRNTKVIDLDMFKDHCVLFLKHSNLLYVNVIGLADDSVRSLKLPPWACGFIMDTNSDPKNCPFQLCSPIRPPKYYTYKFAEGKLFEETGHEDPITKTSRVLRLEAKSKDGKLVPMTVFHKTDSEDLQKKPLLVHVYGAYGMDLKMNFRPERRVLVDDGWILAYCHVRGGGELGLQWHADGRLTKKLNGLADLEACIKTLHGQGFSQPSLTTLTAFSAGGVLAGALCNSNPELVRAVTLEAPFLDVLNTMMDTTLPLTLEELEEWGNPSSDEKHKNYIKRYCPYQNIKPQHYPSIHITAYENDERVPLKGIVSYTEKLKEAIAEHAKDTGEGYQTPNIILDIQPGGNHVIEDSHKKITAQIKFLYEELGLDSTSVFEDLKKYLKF
# LYPLA2 inh – blocks human lysophospholipase 2, a PME1 counter-screen | actives 0.38% (n = 320,000) | recombinant LYPLA2, FP-Rh probe fluorescence polarization | AID 2177 | inhibition, % at 5.9 µM | O95372;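 active = inhibition above the screen-wide mean plus 3 SD, limit set per campaign, cut at about 26% in these data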;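 note: 0% = LYPLA2 with DMSO and 100% = wells lacking LYPLA2 enzyme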
# ZTA DNA inh – blocks Epstein-Barr virus ZTA, an EBNA-1 counter-screen; P03206; ZTA-DNA binding, fluorescence polarization; inhibition, % at 11 µM; actives 0.15% (n = 320,000); AID 2234; in the data active = inhibition above about 33%
# PAFAH2 inh – inhibitors of human PAFAH2; actives 0.99% (n = 340,000); recombinant PAFAH2, FP-rhodamine activity probe, fluorescence polarization; inhibition, % at 3.39 µM;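 active = inhibition above the mean over all tested compounds plus 3 SD, cut at about 30% in these data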;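 note: inhibitors block probe labeling of enzyme so polarization drops; 0% = enzyme with DMSO and 100% = wells lacking PAFAH2 protein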
# GSTO1 inh – counter-screen for RBBP9 inhibitors: inhibitors of human GSTO1 | actives 1.1% (n = 300,000) | P78417 | recombinant GSTO1, activity-based probe fluorescence polarization | AID 1974 | inhibition, % at 5.96 µM;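 active = inhibition above the campaign mean inhibition plus 3 SD, cut at about 35% in these data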;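 note: 0% = GSTO1-1 with DMSO and 100% = wells lacking GSTO1-1 enzyme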
# Target sequence (P78417 whole entry, looked up): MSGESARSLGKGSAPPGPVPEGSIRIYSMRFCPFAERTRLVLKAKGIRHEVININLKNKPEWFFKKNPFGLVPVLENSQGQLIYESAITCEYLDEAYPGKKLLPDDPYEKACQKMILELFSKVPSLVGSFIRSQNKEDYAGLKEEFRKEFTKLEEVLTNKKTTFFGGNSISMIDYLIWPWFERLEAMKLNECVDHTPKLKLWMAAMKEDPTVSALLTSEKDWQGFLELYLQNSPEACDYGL
# EBNA-1 inhibitor – blocks EBNA-1 binding to DNA; EBNA-1 DNA binding, fluorescence polarization; inhibition, % at 14.8 µM; actives 0.34% (n = 300,000); AID 1950; in the data active = inhibition above about 28%
# PAFAH1B3 FP inh – PAFAH1B3 (human) inhibition; Q15102; recombinant PAFAH1B3, FP-rhodamine probe, fluorescence polarization; inhibition, % at 3.39 µM; actives 0.28% (n = 340,000); AID 492972;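 active = inhibition above the screen-wide average of all tested compounds plus 3 SD, cut at about 25% in these data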;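 note: 0% = enzyme with DMSO only and 100% = wells lacking PAFAH1B3 protein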
# LYPLA1 inh – counter-screen for PME1 inhibitors: inhibitors of human LYPLA1. recombinant LYPLA1, FP-Rh probe fluorescence polarization. inhibition, % at 5.9 µM. actives 0.16% (n = 320,000). AID 2174;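 active = inhibition above the mean of all tested compounds plus 3 SD, set per campaign, cut at about 14% in these data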;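 note: inhibitors block serine hydrolase probe labeling of LYPLA1 so polarization falls; 0% = enzyme with DMSO and 100% = wells lacking LYPLA1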
# PAD4 FP inh – PAD4 (human) enzyme inhibition. actives 0.41% (n = 330,000). inhibition, % at 6.36 µM. AID 485272. Q9UM07. recombinant PAD4, RCA probe fluorescence polarization;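 active = percent inhibition above a cutoff equal to the mean of all tested compounds plus 3 SD, cut at about 15% in these data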;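 note: 0% = PAD4 with RCA probe and DMSO and 100% = probe without PAD4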
# Starred values were filed as active, the others as inactive; / = no result given; + = active, no number; & = joins results of further samples.
# The opening two entries, ahead of the listing:
SMILES,PREPL inh,LYPLA2 inh,ZTA DNA inh,PAFAH2 inh,GSTO1 inh,EBNA-1 inhibitor,PAFAH1B3 FP inh,LYPLA1 inh,PAD4 FP inh
Cc1ccc(Cc2nnc(SCC(=O)Nc3c(C)cccc3C)[nH]c2=O)cc1,-1,5,9,4,5,5,2,2,1
O=C1CSC(c2cccc(O)c2)N1Cc1ccccc1 (stereo not drawn),-7,-1,6,2,2,-2,8,-3,1

# Results, previewed entries included:
SMILES,PREPL inh,LYPLA2 inh,ZTA DNA inh,PAFAH2 inh,GSTO1 inh,EBNA-1 inhibitor,PAFAH1B3 FP inh,LYPLA1 inh,PAD4 FP inh
Cc1ccc(Cc2nnc(SCC(=O)Nc3c(C)cccc3C)[nH]c2=O)cc1,-1,5,9,4,5,5,2,2,1
O=C1CSC(c2cccc(O)c2)N1Cc1ccccc1 (stereo not drawn),-7,-1,6,2,2,-2,8,-3,1
CC(=O)Nc1ccc(S(=O)(=O)NC2=C(N3CCN(Cc4ccccc4)CC3)C(=O)c3ccccc3C2=O)cc1,29,4,1,14&7,22,-1,4&19,-1,-21
COc1cccc(C(=O)Nc2ccccc2N2CCOCC2)c1,13,-2,5,-2,4,-10,-3,1,-8
CCOc1cc(/C=C2\SC(=Nc3ccc(F)cc3)N(c3ccc(F)cc3)C2=O)ccc1OCC(=O)O,4,-1,3,/,5,-6,/,-1,-6
CN(C)S(=O)(=O)c1cccc(NC(=O)C2CCN(S(=O)(=O)c3cccs3)CC2)c1,0,/,/,2,/,/,9,/,0
CCOC(=O)CN(C(=O)CSc1nnc(CNc2ccc(C)cc2C)o1)c1ccccc1,21,9,-8,-4,3,6,1,5,3
Cc1cc(NS(=O)(=O)Cc2ccccc2)no1,-4,0,4,6,-1,-5,-1,1,-2
Cc1cccc(-n2ncc(C#N)c2-n2cccc2)c1,10,-5,-1,2,0,3,1,-2,2
COc1cc(C)c(S(=O)(=O)N2CCN=C2c2ccccc2)cc1C,1,-7,2,-8,-1,1,12,-2,3
COc1cc(C(=O)NCCOc2cccc3cccnc23)cc(OC)c1OC,-8,-3,-4,1,19,-11,5,-6,1
O=C(/C=C/c1ccc(S(=O)(=O)NCc2ccco2)cc1)NCc1ccccc1Cl,-7,23,-2,-4,-5,1,4,-3,-5
Nn1c(=O)c2ccccc2n2c(SCc3ccc(C(F)(F)F)cc3)nnc12,14,6,-11,-7,0,-8,5,-3,-1
Nc1nc(COC(=O)CCC(=O)c2ccc(Cl)cc2)nc(Nc2ccccc2)n1,-6,-19,7,-1,/,/,0,-10,-4
CCc1cccc(NC(=O)Cn2cccc2)c1,0,3,-6,0,-3,-3,0,0,-1
O=c1cccccc1NCc1ccccc1,13,8,-33,1,34,-10,0,3,-9
Cc1cc(S(=O)(=O)NCCc2ccccc2)c(C)s1,-8,6,-7,0,6,-5,-1,0,-5
Nc1c(NCc2ccccc2)c2ccccc2oc1=O,32,-4,4,-6,-11,2,5,-1,-2
CC(=O)c1cc(C#N)c(Oc2ccc(F)cc2)nc1C,14,0,1,-2,7,-12,7,0,1
COc1cc2c(cc1OC)C(COc1cc(C)cc(C)c1)N(C(C)=O)CC2 (stereo not drawn),-4,-8,-6,4,2,1,0,0,-4
Cc1ccc(CS(=O)(=O)Cc2ccc(C(=O)NC3CCCCCC3)o2)cc1,12,-8,-13,-1,0,-14,1,2,1
O=[N+]([O-])c1cnc(N2CCCCC2)c([N+](=O)[O-])c1,13,7,10,-2,9,10,-2,7,41*
O=C(Cc1c(Cl)cccc1Cl)Nc1ccncc1Cl,7,-4,12,-7,0,1,2,1,1
COc1ccc(NC(=O)CCCN2C(=O)C3C4C=CC(C4)C3C2=O)c(OC)c1 (stereo not drawn),26,2,4,-4,0,3,-1,1,2
Cc1ccc(NC(=O)N2CCN(c3ccccn3)CC2)cc1,5,2,-3,-6,-7,2,12,-2,-2
O=C(NCc1ccccc1Cl)C(=O)NCC1OCCCN1S(=O)(=O)c1cccs1 (stereo not drawn),6,-5,10,4,-1,1,1,-1,2
COc1ccc(/C=C/C(=O)NCC(=O)N/N=C/c2cc(Br)ccc2OC)cc1,-3,-8,9,-5,-8,-2,-9,-6,-7
O=C(/C=C\c1ccccc1)Nc1nccs1,-29,-1,-11,3,-8,3,5,-2,-4
CCC(=O)Oc1c(C(=O)CC)cc2c(C)cc(=O)oc2c1C,0,10,-13,5,-4,12,6,-1,-1
NC(=O)C1CCN(C(=O)c2ccc3c(c2)S(=O)(=O)c2ccccc2C3=O)CC1,9,6,-4,-13,6,-4,2,2,0
O=C(Nc1ccc(F)cc1)OCCN1CCN(Cc2ccccc2)CCC1=O,-3,0,-5,-6,5,-14,0,0,-4
O=C(Nc1ccc(Nc2ccccc2)cc1)c1ccc(Cl)cc1[N+](=O)[O-],15,4,6,/,1,6,/,-10,-6
CC(=O)Nc1ccc(NC(=O)/C(Cl)=C/c2ccccc2)cc1,-2,-4,5,5,0,1,3,-2,5
CCCC[C@@H]1C=C(C(=O)O)[C@H](c2ccc(Br)cc2)N1S(=O)(=O)c1ccc(C)cc1,9,/,/,8,/,/,2,/,-5
Cc1ccc(-c2cc(C(=O)N3CC4(C)CC3CC(C)(C)C4)no2)cc1 (stereo not drawn),0,3,4,-5,-3,4,3,0,-2
CC1CC(C)CN(S(=O)(=O)c2ccc(C(=O)NN3CCOCC3)cc2)C1 (stereo not drawn),-14,-3,-1,-1,8,4,5,-3,3
COc1cc(NC(=O)c2cccnc2)ccc1-c1cc2ccccc2oc1=O,20,2,-13,/,0,-1,/,0,0
O=C(CSCc1ccc(Cl)cc1Cl)Nc1ccc(O)cc1C(=O)O,-3,-3,-9,-2,14,-20,-1,-2,-1
CC(C)C(=O)Nc1ccc(Oc2ccc3c(c2)C(=O)NC3=O)cc1,11,7,-2,-1,4,-2,3,3,3
Cc1ccc(-c2csc(N)n2)s1,-4,3,-13,3,12,0,4,-1,2
O=C(Cc1ccccc1)Nc1ccc(Cl)cn1,3,3,-6,-13,-3,2,5,1,4
O=C(NNC(=O)C1CCC1)c1cccc(Cl)c1,3,-5,1,-4,/,/,10,-3,-3
Cc1cc(N)n(-c2ccc(C)c(C)c2)n1,0,-2,-2,0,-2,0,6,0,-6
COc1ccc(C2(C)CC(C)(C)Nc3ccccc32)cc1 (stereo not drawn),-5,2,4,5,3,0,6,-2,-1
COc1ccc(/C=C/C(=O)N2CCN(C)CC2)cc1S(=O)(=O)N1CCCCC1,9,-8,-6,7,5,-6,5,-1,-5
CCc1ccc(Nc2nnc(SCC(=O)Nc3cccnc3Cl)s2)cc1,8,-1,7,14,1,3,12,-8,-3
Cc1cccc(N2CCN(C(=O)C3CCCN(S(=O)(=O)c4cnc[nH]4)C3)CC2C)c1 (stereo not drawn),-5,5,-5,2,1,-7,5,1,-1
CC(=O)Nc1ccc(NC(=O)c2ccc(Cn3cc(Cl)cn3)cc2)cc1,8,4,-6,-2,3,8,8,0,3
Cc1c(Cl)c(C(=O)Nc2nc3ccccc3n2CCN2CCCCC2)nn1C,3,0,11,/,0,10,/,-1,0
CC(=O)Nc1ccc(NC(=O)Oc2ccccc2)cc1,9,5,2,0,7,3,-3,1,4
O=C(CCN1C(=O)c2ccccc2C1=O)C1=NN[C@@H]2C(=O)N(c3cccc(Cl)c3)C(=O)[C@H]12,-2,-10,-3,4,3,3,-6,-1,1
Clc1nccnc1-c1ccccc1,2,4,-9,3,2,-2,5,2,6
Cc1cc(C)c(S(=O)(=O)N2CCOC2CNC(=O)C(=O)NCc2ccco2)c(C)c1 (stereo not drawn),8,6,0,2,3,-1,5,3,3
Cn1c(SCC(=O)Nc2ccccc2)nnc1C(F)(F)F,13,-9,-14,-1,26,1,2,-2,0
Cn1c(=O)c2sccc2n2c(CCCC(=O)NCCc3ccccc3)nnc12,10,2,9,5,-3,-2,11,-1,0
COc1ccc(C(=O)NCC(=O)NCC(c2ccco2)N(C)C)cc1OC (stereo not drawn),-1,-1,-2,-7,13,-4,15,0,-5
CC1(C(=O)N2CCN(c3ccc([N+](=O)[O-])cc3)CC2)CC1(Cl)Cl (stereo not drawn),-9,7,1,0,-4,4,12,3,1
O=C(CSc1nnc(NC(=O)c2ccccc2F)s1)NCc1ccc(F)cc1,-2,5,-13,7,-2,9,-1,-1,0
CCCOc1ccc(-c2c(C(=O)N/N=C/c3ccc(C)cc3)nnn2-c2nonc2N)cc1,-14,-51,-5,/,-8,-6,/,-20,3
Cc1ccc(CNC(=O)c2c(-c3ccccc3Cl)noc2C)cc1,-4,2,-9,-10,0,-14,10,-4,5

# Other compounds follow.
SMILES,PREPL inh,LYPLA2 inh,ZTA DNA inh,PAFAH2 inh,GSTO1 inh,EBNA-1 inhibitor,PAFAH1B3 FP inh,LYPLA1 inh,PAD4 FP inh
Cc1ccccc1N/N=C/c1ccc(C#N)cc1,19,-1,-4,0,2,-2,7,-1,4
O=C(CCSc1nc(-c2ccco2)cc(C(F)(F)F)n1)NCCc1ccccc1,1,-1,4,4,0,2,7,-2,1
CN(C)CCNC(=O)C1CCN(S(=O)(=O)c2ccc3ccccc3c2)CC1,-14,-7,-4,5,-2,-4,12,0,-1
O=P(c1ccccc1)(c1ccccc1)N(c1ccccc1)c1ccccc1,-2,-2,-3,6,2,-8,6,-1,1
Cc1[nH]c2ccccc2c1C(c1ccncc1)N1CCN(c2ccccn2)CC1 (stereo not drawn),+,1,6,1,9,-5,-2,-2,-2
COc1ccc(C(=O)COC(=O)CNC(=O)c2cc(OC)cc(OC)c2)cc1,2,-1,10,0,6,4,3,0,-2
Cc1ccnc(N2CCC(C(=O)Nc3ccc4c(c3)CCC4)CC2)n1,10,3,-15,-7,-4,-1,-4,-2,2
CCCn1nnnc1NC(=O)c1ccc(C)cc1Cl,11,-3,29,0,13,14,13,1,-6
O=C(O)CCCn1ccc2cc(S(=O)(=O)N3CCCC3)ccc21,2,6,3,1,-1,11,13,2,-2
O=C(COC(=O)c1cccnc1Cl)Nc1cccc(S(=O)(=O)N2CCOCC2)c1,17,/,/,29,/,/,-3,/,6
CC(Oc1ccc(Cl)cc1Cl)c1nc(-c2ccc(NC(=O)c3ccco3)cc2)no1 (stereo not drawn),-5,-55,10,-32,-14,26,-18,-30,-1
CCc1ccc2nc3nc(C)cc(C)c3c(N)c2c1,16,-2,15,5,3,-2,11,-1,-1
COc1cc2[nH]c3c(N4CCC(C(N)=O)CC4)ncnc3c2cc1OC,9,1,-4,/,-5,-6,/,-2,-3
COC(=O)c1c(NC(=O)c2ccc(N(C)S(=O)(=O)c3ccc(C)cc3)cc2)sc2c1CCCC2,-1,0,5,-5,-2,-5,-4,-3,-6
NC(=O)c1ccccc1NS(=O)(=O)c1cccs1,-4,6,-5,-3,-13,-9,10,4,2
O=c1cc(C(F)(F)F)nc(-n2[nH]c3c(c2=O)CCCC3)[nH]1,-7,3,1,-3,40*,-5,5,-2,-6
COc1ccc(/C=C/C2=CCN(Cc3ccc(OC)cc3)CC2)cc1,2,4,-1,/,15,-6,/,0,1
CC1CCCC(C)N1CCNC(=O)C1CCN(S(=O)(=O)N2CCCCC2)CC1 (stereo not drawn),-5,-5,-22,-3,-2,-5,11,0,1
CCC(=O)NNc1cccc(Cl)n1,15,10,-8,3,18,-1,-3,3,-1
CCC(C)(C)n1nnnc1C(C(C)C)N1CCSCC1 (stereo not drawn),5,3,-15,-1,9,6,4,0,2
CCCCn1cnc2c(c(-c3ccccc3)c(-c3ccccc3)n2Cc2ccco2)c1=N,32,5,4,/,-5,-1,/,4,0
Cc1cccc(N2C(=O)/C(=C/c3ccccn3)SC2=S)c1,4,4,-15,/,2,-6,/,1,2
Cc1ccc(NC(=O)CN(C)C(=O)COc2cccc3ccc(C)nc23)cc1,14,/,/,1,/,/,5,/,4

# Some of the compounds tested; count on the stated rates, not on these rows.
